LMPTP inh – LMPTP (human) inhibition; actives 0.22% (n = 360,000); recombinant LMPTP-A, OMFP fluorogenic substrate, fluorescence intensity; inhibition, % at 20 µM; AID 651560;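 active = compounds that cut the enzyme signal by at least half of the control window in the single-dose screen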;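 note: plate controls were DMSO wells with enzyme plus substrate for no effect and substrate without enzyme for full effect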
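test system = LMPTP-A | amount = 0.625 nM LMPTP-A final | reagent = fluorogenic phosphatase substrate OMFP at 400 µM final | incubation = 50 min at room temperature | benchmarks = no-enzyme low control, uninhibited high control | medium = Bis-Tris pH 6.0, DTT, detergent | signal = fluorescence intensity of OMFP turnover product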
DNMT1 block – blocks human DNA methyltransferase DNMT1; P26358; DNMT1 molecular beacon, Hinp1I cleavage, fluorescence; inhibition (reported as % activation of signal), % at 10 µM; actives 0.83% (n = 360,000); in the data active = inhibition above about 50%
CSN inh – blocks human CSN-mediated cullin deneddylation | Q92905 | Purified CSN, SCF-Nedd8-OG deneddylation, fluorescence polarization | inhibition, % at 12.5 µM | actives 0.38% (n = 360,000) | AID 651999;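 active = pattern-corrected inhibition above about 35%, with an unprinted fluorescence ratio check between 0.5 and 1.5, limit read from the data, passing the limit was not always enough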;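 note: 0% = enzyme with substrate and 100% = substrate without enzyme; some results filed as inactive read as strong as hits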
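Test system: Human Csn5 produced in HEK293T cells | Compound: 12.5 µM single point | Times: 90 min, room temperature | Signal: Fluorescence polarization readout | Read-out basis: % inhibition of substrate cleavage by Csn5 | Controls: no-enzyme wells high, enzyme-with-substrate wells low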
Neddyl block – inhibitors of human cullin neddylation. P61081+Q13564. TR-FRET cullin neddylation, biochemical. calls only at 25 µM. actives 0.58% (n = 360,000); in the data active = inhibition above about 36%
Target sequence (P61081 whole entry, looked up): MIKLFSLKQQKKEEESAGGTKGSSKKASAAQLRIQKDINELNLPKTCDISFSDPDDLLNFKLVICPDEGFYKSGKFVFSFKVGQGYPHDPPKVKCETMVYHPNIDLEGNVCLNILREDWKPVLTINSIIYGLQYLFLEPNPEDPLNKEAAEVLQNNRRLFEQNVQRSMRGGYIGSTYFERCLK
Target sequence (Q13564 whole entry, looked up): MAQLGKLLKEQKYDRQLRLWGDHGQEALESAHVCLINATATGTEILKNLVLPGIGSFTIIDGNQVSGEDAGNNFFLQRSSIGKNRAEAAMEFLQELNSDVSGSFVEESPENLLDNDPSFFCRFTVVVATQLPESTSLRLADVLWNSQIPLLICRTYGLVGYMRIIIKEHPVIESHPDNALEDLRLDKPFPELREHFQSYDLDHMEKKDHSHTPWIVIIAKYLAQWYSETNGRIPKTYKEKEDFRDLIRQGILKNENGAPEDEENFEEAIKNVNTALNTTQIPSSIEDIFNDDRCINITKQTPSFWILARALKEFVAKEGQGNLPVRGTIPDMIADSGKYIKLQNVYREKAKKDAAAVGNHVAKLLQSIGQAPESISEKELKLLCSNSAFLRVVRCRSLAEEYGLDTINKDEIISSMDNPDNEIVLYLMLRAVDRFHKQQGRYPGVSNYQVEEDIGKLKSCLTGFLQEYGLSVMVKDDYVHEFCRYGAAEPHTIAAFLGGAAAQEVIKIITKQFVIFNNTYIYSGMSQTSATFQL
NadD inh – inhibitors of Staphylococcus aureus NadD | actives 0.78% (n = 360,000) | inhibition, % at 20 µM | purified NadD enzyme, colorimetric absorbance read-out; in the data active = inhibition above about 26%; note: some compounds past the cut are filed as inactive
Rin1-Abl PPI inh – human Rin1-Abl interaction inhibition; P00519+Q13671; TR-FRET Rin1/Abl binding, biochemical; inhibition, % at 7.35 µM; actives 0.4% (n = 360,000); in the data active = inhibition above about 5%, passing the limit was not always enough
STEP inh – inhibitors of human striatal-enriched phosphatase STEP; P54829; actives 0.25% (n = 360,000); inhibition, % at 20 µM; recombinant STEP, OMFP fluorogenic substrate, fluorescence;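 active = inhibition at 20 µM, scaled per plate between control wells, above about 37%, limit read from the data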;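 note: 0% = DMSO with enzyme and substrate and 100% = substrate only without enzyme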
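Test system: STEP tyrosine phosphatase / Reagent: OMFP at 25 µM / Doses: 20 µM, 1% DMSO / Read-out: percent inhibition scaled to no-enzyme and uninhibited-enzyme controls, plate-pattern corrected / Detection: FITC-channel fluorescence of OMFP product / Medium: Bis-Tris buffer pH 6.0, 2.5 mM DTT, 0.005% Tween 20 / Schedule: 20 min at room temperature, dark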
SUMO1 PPI mod – SUMO1-SIM interaction modulation. P63165. SUMO1 binding to a labelled peptide, TR-FRET, 1 h. inhibition, % at 20 µM. actives 0.33% (n = 360,000). AID 602429; in the data active = inhibition above about 37%
Target sequence (P63165 whole entry, looked up): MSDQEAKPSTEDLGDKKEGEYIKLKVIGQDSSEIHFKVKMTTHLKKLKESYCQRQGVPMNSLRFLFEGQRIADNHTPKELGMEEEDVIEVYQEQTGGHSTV
Scp-1 inhibitor – Scp-1 (human) phosphatase inhibition; actives 0.88% (n = 340,000); Recombinant Scp1, phosphopeptide, malachite green phosphate absorbance; Q9GZU7; inhibition, % at 20 µM;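 active = inhibition above about 50% at 20 µM, limit read from the data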;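 note: plate controls were DMSO wells with enzyme for no effect and wells lacking enzyme for full effect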
Target sequence (Q9GZU7 76-261 limits assumed): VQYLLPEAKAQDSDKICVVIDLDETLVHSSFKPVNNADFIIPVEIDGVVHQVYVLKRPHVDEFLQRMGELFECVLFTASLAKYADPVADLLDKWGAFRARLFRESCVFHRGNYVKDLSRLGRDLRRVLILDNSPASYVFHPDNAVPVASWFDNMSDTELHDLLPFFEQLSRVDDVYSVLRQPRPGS
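Assay system: SCP-1 catalytic fragment, aa 76-261 | Buffer or medium: Tris acetate buffer pH 5.5 with MgCl2 and Tween-20 | Compound: One concentration, 20 µM, with 1.0% DMSO | Also added: Phospho 17-mer peptide substrate | Signal: Absorbance at 630 nm | Incubation: 45 min enzyme reaction at room temperature | Measure: % inhibition of SCP-1 phosphate liberation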
Rpn11 inh – blocks the human proteasome subunit Rpn11 | O00487 | human 26S proteasome, Ub4-pepOG fluorescence polarization; 20S core pre-blocked with epoxomicin | calls only at 20 µM | actives 0.59% (n = 360,000) | AID 588493;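 active = inhibition at 20 µM, scaled to each plate's controls, above about 33%, limit read from the data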
* = called active by the depositor; i = inactive; · = no result given; + = active, no number. Some of the compounds tested; the hit share may differ from the screen's.

SMILES	LMPTP inh	DNMT1 block	CSN inh	Neddyl block	NadD inh	Rin1-Abl PPI inh	STEP inh	SUMO1 PPI mod	Scp-1 inhibitor	Rpn11 inh
Cn1c(=O)c2c(ncn2CCCl)n(C)c1=O	1.0	1	-3	i	10	-1	-3	1	-10	i
Cc1ccc(N)c(C(=O)c2ccccc2)c1	-0.3	2	-2	i	-1	0	0	-7	-5	i
CC(NS(=O)(=O)OCC(Cl)(Cl)Cl)c1ccccc1 (centres undefined)	-1.7	-2	0	i	-2	3	-1	5	-6	i
O=C1/C(=C\c2ccncc2)N2CCC1CC2	-0.6	-5	1	i	4	-1	-2	17	-1	i
Nc1ccccc1C(=O)OCC(=O)Nc1ccc(Br)cc1F	-0.2	0	-1	i	-3	3	1	6	0	i
CCc1ccc(N2C(=O)NC(=O)/C(=C\C=C\c3ccco3)C2=O)cc1	4.2	138*	86*	i	7	-1	1	12	11	·
O=C(O)c1ccc(NC(=O)N2C[C@H]3C[C@@H](C2)c2cccc(=O)n2C3)cc1	0.6	1	0	i	4	-4	-6	-3	-1	i
Cc1ccccc1NC(=NCCCN1CC1)Nc1ccccc1C	21	-100	117*	i	12	-1	8	34*	15	+
CCOc1ccc(NC(=O)N2C[C@H]3C[C@@H](C2)c2cccc(=O)n2C3)cc1	-1.9	0	-3	i	-1	4	-3	0	1	i
CCc1cccc2c(C#N)cn(CC(=O)N3CCOCC3)c12	0.4	1	0	i	-5	-1	-2	-2	3	i
CN(C)c1cc[n+](CC(O)C[n+]2ccc(N(C)C)cc2)cc1	-2.3	-2	1	i	1	0	0	1	0	i
COC(=O)C1=C(c2ccccc2)C[C@@H]2CC[C@H]1N2C(=O)NCC1CC1	-1.7	1	-2	i	-11	0	-1	-1	-6	i
N=C1c2ccccc2CN1c1ncccn1	2.3	13	3	i	0	5	-2	0	-4	i
Cc1cccc(N2CCC3(CC2)C(=O)NC(=O)NC3=O)c1	-1.5	3	-3	i	0	-2	-2	1	-10	i
COC(=O)C1=C(c2c(C)noc2C)C[C@@H]2CC[C@H]1N2C(=O)N1CCOCC1	0.1	0	1	i	-4	-2	1	-4	-3	i
Clc1ccc(CNC2CN3CCC2CC3)cc1 (centres undefined)	-5.2	-1	-5	i	-1	-2	0	-3	-2	i
CCC(c1nnnn1-c1ccc(OC)cc1)N1CCC2(CC1)C(=O)NCN2c1ccccc1 (centres undefined)	2.7	-1	1	i	-3	4	7	7	·	i
Cc1ccccc1C(O)(Cc1ccccc1)C1CN2CCC1CC2 (centres undefined)	-0.8	3	3	i	-5	2	3	5	-8	i
COC(=O)C1=C(c2ccc(F)cc2F)C[C@@H]2CC[C@H]1N2C(=O)NCc1ccc(C(F)(F)F)cc1	1.3	6	2	i	-3	4	1	-1	-3	i
O=C(Cc1cc(=O)[nH]c(=O)[nH]1)N1CCN(CCO)CC1	-3.1	2	-5	i	-8	-3	0	4	-5	i
C[C@@H]1CN(C2CCC(C#N)(c3ccc(F)cc3)CC2)CC[C@]1(C(=O)O)c1ccccc1 (some centres undefined)	-1.9	1	2	i	8	1	-3	0	-9	i
C[N+]1=C(/C=C/Nc2ccccc2)C(C)(C)c2ccccc21	-0.1	0	0	i	-2	-2	-4	2	-1	i
COc1ccc(OC)c(CN2CCN(C(=O)COc3cccc(C)c3)CC2)c1	-0.8	0	3	i	2	2	2	-1	-4	i
COc1ccccc1-n1c(O)c(/C=N/N2CCCCC2)c(=O)n(-c2ccccc2OC)c1=S	0.9	1	-4	i	6	-4	0	5	-7	i
CC(C)OC12Oc3ccccc3C=C1N1CCC2CC1 (centres undefined)	-1.8	1	-1	i	11	0	1	0	-3	i

(cont.)
SMILES	LMPTP inh	DNMT1 block	CSN inh	Neddyl block	NadD inh	Rin1-Abl PPI inh	STEP inh	SUMO1 PPI mod	Scp-1 inhibitor	Rpn11 inh
CC(C)n1c(=O)c(C=Nc2ccc(S(N)(=O)=O)cc2)c(O)n(Cc2ccco2)c1=O	-0.5	-3	5	i	4	-1	-3	1	-7	i
COc1ccccc1CCNCc1ccc(OC)c(OC)c1OC	-1.1	-3	2	i	-9	1	-1	-4	-1	i
COc1cccc(-c2nc(CS(=O)CC(=O)N3CCC4(CC3)OCCO4)c(C)o2)c1 (centres undefined)	-1.3	1	2	i	4	-3	0	2	-3	i
O=C1NC(=O)C(=Cc2ccc3ccccc3c2)C(=O)N1	0.8	-2	4	i	-4	0	-4	-5	12	i
C/C(=N\NC(=O)c1ccccc1O)c1c(O)n(Cc2ccccc2)c(=O)[nH]c1=O	0.4	-4	4	i	3	-1	7	5	-16	i
CCOC(=O)[C@]12Cc3ccc(C)cc3[C@H]1N(C1CCCCC1)C(=O)c1cc(OC)ccc12	4.3	·	-4	i	3	·	·	6	·	·
O=C1NCN(c2ccccc2)C12CCN(C(c1cccs1)c1nnnn1-c1ccc3c(c1)OCCO3)CC2 (centres undefined)	2.4	-9	7	i	14	6	4	1	·	i
O=S(=O)(c1cccc(C(F)(F)F)c1)N1Cc2ccccc2-n2nncc2C1	-2.6	5	9	i	-1	-1	-1	7	·	i
NN=C1C(Cl)=C(Cl)C(Cl)=C1Cl	84*	108*	46	i	0	0	72*	12	·	i
Cc1ccc(-c2ccc(=O)n(CC(=O)N3CCC4(CC3)OCCO4)n2)cc1	-0.6	1	-2	i	-3	-4	-1	5	-11	i
Cc1c(O)ccc(C(=O)CN2CC(C)OC(C)C2)c1O (centres undefined)	-2.6	1	2	i	4	0	1	-2	-2	i
O=C(NC1CC1)c1cn(Cc2ccccc2)nc1-c1ccccc1	-0.3	1	7	i	0	-2	1	4	-3	i
[N-]=[N+]=NCCN1CCC(O)CCC1=O (centres undefined)	-1.6	-1	1	i	1	-2	1	5	2	i
CC1=NN(c2ccccc2)C(=O)C1/C=C1\C(=O)NC(=O)N(c2cc(C)cc(C)c2)C1=O (centres undefined)	-0.2	-5	-4	i	0	2	1	-10	-4	i
CCC(C)C12CN3CCN(CC(C)(C3)C1O)C2 (centres undefined)	-2.6	-1	3	i	-4	4	-2	2	-7	i
Clc1ccccc1CN1CCN(c2ccccc2)CC1	-0.3	2	1	i	1	2	2	5	-1	i
COC(=O)C1C2c3ccccc3C(c3ccccc32)C1C(=O)OC (centres undefined)	-1.0	0	-6	i	-5	-3	-1	8	-6	i
O=c1cccc2n1CC1CC2CN(S(=O)(=O)c2ccc(F)cc2)C1 (centres undefined)	0.2	-1	-9	i	-2	4	1	6	-8	i
Cc1c(C(=O)N2CCC3(CC2)OCCO3)sc2ncnc(N3CCN(c4ccccn4)CC3)c12	-0.3	-2	-3	i	-2	-1	-3	1	16	i
CN1CCN(C(=O)COc2ccc3ccccc3c2Br)CC1	2.8	-4	5	i	-3	-2	2	-8	-4	i
O=c1c2ccccc2nc(/C=C/c2ccc3c(c2)OCO3)n1-c1ccccc1	1.0	-2	4	i	-2	2	-2	-6	-4	i
C[C@H](NC(=O)N1C[C@H]2C[C@@H](C1)c1cccc(=O)n1C2)C(=O)Nc1cccc(F)c1	-0.1	-2	1	i	1	-3	-3	4	1	i
Cc1ccc(NP(=O)(Nc2ccc(C)cc2)Oc2ccccc2)cc1	-0.5	2	-4	i	-3	-1	-5	5	19	i
O=C1CCCC2C3CCCN4CCCC(CN12)C34 (centres undefined)	2.5	-2	-1	i	-1	-1	4	-1	-1	i
Cn1ncnc2c(=O)n(C)c(=O)nc1-2	75*	109*	74*	i	1	29*	85*	29	-8	i

Given with bars between the fields: 5 of the compounds above.
Structure | LMPTP inh | DNMT1 block | CSN inh | Neddyl block | NadD inh | Rin1-Abl PPI inh | STEP inh | SUMO1 PPI mod | Scp-1 inhibitor | Rpn11 inh
Cc1ccc(-c2ccc(=O)n(CC(=O)N3CCC4(CC3)OCCO4)n2)cc1 | -0.6 | 1 | -2 | i | -3 | -4 | -1 | 5 | -11 | i
Cn1ncnc2c(=O)n(C)c(=O)nc1-2 | 75* | 109* | 74* | i | 1 | 29* | 85* | 29 | -8 | i
Cc1ccc(NP(=O)(Nc2ccc(C)cc2)Oc2ccccc2)cc1 | -0.5 | 2 | -4 | i | -3 | -1 | -5 | 5 | 19 | i
COc1ccccc1CCNCc1ccc(OC)c(OC)c1OC | -1.1 | -3 | 2 | i | -9 | 1 | -1 | -4 | -1 | i
O=S(=O)(c1cccc(C(F)(F)F)c1)N1Cc2ccccc2-n2nncc2C1 | -2.6 | 5 | 9 | i | -1 | -1 | -1 | 7 | · | i

(more compounds)
SMILES	LMPTP inh	DNMT1 block	CSN inh	Neddyl block	NadD inh	Rin1-Abl PPI inh	STEP inh	SUMO1 PPI mod	Scp-1 inhibitor	Rpn11 inh
C/C(=N\N1CCCCCC1)c1c(O)n(-c2ccc(C)cc2)c(=O)[nH]c1=O	-1.3	1	-1	i	0	1	-3	2	1	i
c1cc2c(cc1CCNC1C3CC4CC(C3)CC1C4)OCO2 (centres undefined)	-1.9	-2	3	i	1	3	1	3	-1	i
CC1CN1P1(=O)OCC(C)([N+](=O)[O-])CO1 (centres undefined)	-0.2	6	-2	i	0	3	-4	4	2	i
COc1nc(NC(C)C)nc(NC(C)C)n1	-0.5	3	2	i	3	-1	-2	-3	-11	i
CCCC(=O)Nc1ccc(N2CCN(CC)CC2)c(Cl)c1	-1.5	1	-4	i	-2	2	-2	2	-2	i
CN1CCC(c2c[nH]c3ccc(O)cc23)CC1	-0.1	-4	-2	i	-3	-2	0	1	-20	i
CC(=NCCCN1CCOCC1)c1c(O)[nH]c(=O)[nH]c1=O	-6.7	3	4	i	-2	-4	0	-3	-8	i
CCOC(=O)Cn1cc(C=C2C(=O)N(C)C(=O)N(C)C2=O)c2ccccc21	-1.2	-10	-13	i	-1	0	-12	-11	4	i
O=C1NC2C(=CC(O)C(O)C2O)c2cc3c(c(O)c21)OCO3 (centres undefined)	-1.2	1	-6	i	1	-3	1	22	-10	i
Cc1ccc2occ(CN3CC4CC(C3)c3cccc(=O)n3C4)c(=O)c2c1 (centres undefined)	0.0	1	0	i	-3	5	2	20	-5	i
C=CC[N+]1(C)C2CCC1CC(O)C2 (centres undefined)	0.4	0	-1	i	0	2	-1	3	-1	i

Reformatted with two lines to a compound: part of the list above
Value order: LMPTP inh, DNMT1 block, CSN inh, Neddyl block, NadD inh, Rin1-Abl PPI inh, STEP inh, SUMO1 PPI mod, Scp-1 inhibitor, Rpn11 inh
- CCCC(=O)Nc1ccc(N2CCN(CC)CC2)c(Cl)c1
 : -1.5, 1, -4, i, -2, 2, -2, 2, -2, i
- CN1CCC(c2c[nH]c3ccc(O)cc23)CC1
 : -0.1, -4, -2, i, -3, -2, 0, 1, -20, i
- CC(=NCCCN1CCOCC1)c1c(O)[nH]c(=O)[nH]c1=O
 : -6.7, 3, 4, i, -2, -4, 0, -3, -8, i
- CCOC(=O)Cn1cc(C=C2C(=O)N(C)C(=O)N(C)C2=O)c2ccccc21
 : -1.2, -10, -13, i, -1, 0, -12, -11, 4, i

Bioassay records from PubChem.
